Screens (PubChem)
NR1D1 modulator – modulates human Rev-erb alpha binding to DNA; Rev-erbα–FITC-DNA binding, fluorescence polarization, 90 min; activity, % at 10 µM; actives 0.79% (n = 370,000); AID 1259318;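 active means activity above about 14%, limit read from the data; passing the limit was not always enough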;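 further: 0% = DMSO wells with 35 nM protein and 100% = DMSO wells with 750 nM protein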
ARFGAP1 inh – inhibits rat ARF GTPase activating protein 1. Q62848. Arfgap1-stimulated ARF1 GTP hydrolysis, GDP FP detection. inhibition, % at 16.5 µM. actives 0.26% (n = 360,000);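 active means inhibition above a per-plate limit, mean inhibition of low control wells plus 3 SD, cut at about 25% in these data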;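 further: 0% = DMSO wells with enzyme and 100% = wells lacking Arfgap1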
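Assay system: Rat Arfgap1 GAP domain (His6, aa 1-136), purified enzyme | Buffer or medium: HEPES 25 mM pH 7.5, NaCl 150 mM, MgCl2, DTT | Schedule: GTP hydrolysis reaction 2 h at 25 °C | Signal: FP of antibody-bound GDP Alexa 633 tracer, ex 620/em 688 nm | Measure: Percent inhibition of Arfgap1-stimulated GTP hydrolysis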
GC-B act – GC-B (human) receptor activation | P20594 | HEK293-GC-B cells, CNP EC30, cGMP TR-FRET; 0% at EC30 CNP, 100% saturating CNP | activation, % at 10 µM | actives 0.11% (n = 370,000) | AID 1920062;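 active means activation at 10 µM reaching about 35% in either raw or pattern-adjusted values, limit read from the data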
Target sequence (P20594 whole entry, looked up): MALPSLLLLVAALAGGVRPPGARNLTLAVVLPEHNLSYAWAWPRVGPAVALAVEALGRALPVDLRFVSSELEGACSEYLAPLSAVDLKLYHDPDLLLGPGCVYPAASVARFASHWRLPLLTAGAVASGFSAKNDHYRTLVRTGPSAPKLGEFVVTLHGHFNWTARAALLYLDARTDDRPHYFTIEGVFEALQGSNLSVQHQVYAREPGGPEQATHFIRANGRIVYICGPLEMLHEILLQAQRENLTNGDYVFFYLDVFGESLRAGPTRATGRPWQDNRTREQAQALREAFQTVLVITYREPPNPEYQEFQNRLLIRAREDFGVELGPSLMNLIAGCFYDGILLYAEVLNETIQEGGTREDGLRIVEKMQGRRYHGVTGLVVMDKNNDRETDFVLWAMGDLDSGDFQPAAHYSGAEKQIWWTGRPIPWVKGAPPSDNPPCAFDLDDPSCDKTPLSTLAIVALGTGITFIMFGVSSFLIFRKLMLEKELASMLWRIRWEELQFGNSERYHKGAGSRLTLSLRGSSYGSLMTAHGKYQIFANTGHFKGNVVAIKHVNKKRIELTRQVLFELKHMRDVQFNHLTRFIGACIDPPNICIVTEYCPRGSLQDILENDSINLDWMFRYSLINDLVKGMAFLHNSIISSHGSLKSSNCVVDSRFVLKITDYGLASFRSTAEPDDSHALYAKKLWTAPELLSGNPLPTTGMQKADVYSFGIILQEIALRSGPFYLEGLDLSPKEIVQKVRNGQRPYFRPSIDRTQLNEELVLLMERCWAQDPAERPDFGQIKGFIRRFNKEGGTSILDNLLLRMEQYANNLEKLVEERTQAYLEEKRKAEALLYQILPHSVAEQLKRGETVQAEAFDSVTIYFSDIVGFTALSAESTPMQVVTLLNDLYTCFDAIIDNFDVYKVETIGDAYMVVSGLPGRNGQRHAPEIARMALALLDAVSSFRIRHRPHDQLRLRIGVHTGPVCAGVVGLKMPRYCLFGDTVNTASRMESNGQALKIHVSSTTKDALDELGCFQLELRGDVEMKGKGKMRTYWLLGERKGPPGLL
ABHD4 inh – inhibitors of mouse ABHD4; inhibition, % at 8.92 µM; Q8VD66; purified mABHD4, FP-Rh probe fluorescence polarization; actives 0.54% (n = 370,000); AID 720543;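 active means inhibition exceeding the mean over every tested compound plus 3 SD, cut at about 30% in these data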;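 further: 0% = plate median of compound wells and 100% = S159A mutant with DMSO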
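Assay system: mABHD4 protein; medium: HEPES pH 7.0, NaCl, Pluronic buffer; dosing: 8.92 µM, single dose; schedule: 45 min + 60 min at 25 °C; signal: FP readout, ex 525 nm / em 598 nm; read-out: normalized percent inhibition of probe labeling; repeats: single replicate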
GC-A act – GC-A (human) enzyme activation; actives 0.14% (n = 370,000); AID 1671463; activation, % at 10 µM; HEK293 GC-A cells, cGMP TR-FRET, EC30 ANP; 0% at EC30 ANP, 100% saturating ANP; in the data active means activation above about 40%
rCAG RNA binder – binds r(CAG) RNA repeats; r(CAG) RNA repeat, TO-PRO-1 dye displacement fluorescence; actives 1.3% (n = 370,000); inhibition, % at 3 µM;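 active means inhibition above the plate cutoff, the mean of all test compounds on that plate plus 3 SD, cut at about 35% in these data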;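 further: 0% = DMSO alone and 100% = 100 µM mitoxantrone as full dye displacement; higher means more dye released from RNA so lower well fluorescence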
SMARCA2 activ – activators of SMARCA2 function | MG213 cells, MMTV-luciferase reporter, dexamethasone, overnight | activation, % at 9.1 µM | actives 1% (n = 370,000); in the data active means activation above about 7.8%;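 further: 0% = vehicle wells and 100% = reference activator wells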
ASAP1 GAP inh – blocks human ASAP1-stimulated Arf1 GTP hydrolysis; GDP FP detection; inhibition, % at 16.5 µM; actives 0.19% (n = 360,000); AID 624377; in the data active means inhibition above about 25%;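 further: 0% = vehicle with enzyme and substrate and 100% = no enzyme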
HTRA1 inh – HTRA1 (human) protease inhibition. Q92743. recombinant HTRA1, FP-rhodamine activity-based probe, fluorescence polarization. inhibition, % at 5.96 µM. actives 0.5% (n = 340,000); in the data active means inhibition above about 36%;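 further: 0% = enzyme with DMSO and 100% = wells lacking enzyme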
PG9 Ab binder – binds the HIV-1 gp120 antibody PG9; TR-FRET gp120-PG9 antibody binding; inhibition, % at 6.7 µM; actives 0.43% (n = 360,000); AID 624416; in the data active means inhibition above about 8.5%
* = called active by the depositor; / = not tested or not shown.

#1 CCOc1cc(/C=N/NC(=O)c2ccccc2OCc2ccc(F)cc2)ccc1O
#2 Cc1ccc(NS(=O)(=O)c2ccc3c(c2)NC(=O)CO3)cc1C
#3 O=C(NCc1ccccn1)c1cc(S(=O)(=O)N2CCCCC2)ccc1Cl
#4 Cc1ccc(NC(=O)COC(=O)C2CC3C=CC2C3)cc1S(=O)(=O)N1CCCCC1 (centres undefined)
#5 COc1cc(C(=O)OCCNC(=O)c2cccnc2)cc(OC)c1OC
#6 CC1(C(=O)Nc2ccc(F)c(Cl)c2)Cc2c(-c3ccc(C(N)=O)cc3)ccnc2O1 (centres undefined)
#7 N#Cc1ccc(NC(=O)Cn2cnc(S(=O)(=O)N3CCCC3)c2)cc1
#8 CC1CCN(S(=O)(=O)c2ccc(NC(=O)CCN3C(=O)c4ccccc4C3=O)cc2)CC1

compound no.,1,2,3,4,5,6,7,8
NR1D1 modulator,4,0,-3,-1,-8,0,-1,1
ARFGAP1 inh,5,15,3,-10,-2,15,12,/
GC-B act,5,-4,5,0,-3,-3,1,0
ABHD4 inh,3,18,1,-2,4,-7,6,/
GC-A act,4,-2,4,2,-1,-12,-4,1
rCAG RNA binder,10,8,3,-3,1,3,2,/
SMARCA2 activ,0,-2,0,-3,-1,-2,2,/
ASAP1 GAP inh,3,-1,-7,-2,-5,4,-13,/
HTRA1 inh,-26,3,-1,-18,2,/,-1,-16
PG9 Ab binder,-0.1,-2.8,-1.5,-0.5,0.1,0.2,-2.7,/

Gathered by group: the entries above containing nitrogen in an aromatic ring.
#3 O=C(NCc1ccccn1)c1cc(S(=O)(=O)N2CCCCC2)ccc1Cl
#5 COc1cc(C(=O)OCCNC(=O)c2cccnc2)cc(OC)c1OC
#6 CC1(C(=O)Nc2ccc(F)c(Cl)c2)Cc2c(-c3ccc(C(N)=O)cc3)ccnc2O1 (centres undefined)
#7 N#Cc1ccc(NC(=O)Cn2cnc(S(=O)(=O)N3CCCC3)c2)cc1

compound no.,3,5,6,7
NR1D1 modulator,-3,-8,0,-1
ARFGAP1 inh,3,-2,15,12
GC-B act,5,-3,-3,1
ABHD4 inh,1,4,-7,6
GC-A act,4,-1,-12,-4
rCAG RNA binder,3,1,3,2
SMARCA2 activ,0,-1,-2,2
ASAP1 GAP inh,-7,-5,4,-13
HTRA1 inh,-1,2,/,-1
PG9 Ab binder,-1.5,0.1,0.2,-2.7

(more compounds)
#9 N#CC1=C(N)Oc2cc(O)ccc2C1c1cccs1 (centres undefined)
#10 Cc1c(Cl)ccc2sc(N3CCN(C(=O)C4=COCCO4)CC3)nc12
#11 O=C(Cn1nnc(-c2ccc(N3CCOCC3)cc2)n1)c1cccc(F)c1
#12 COc1ccc(C(=O)NCCn2nc(C)cc2C)cc1OC1CCN(C(C)=O)CC1
#13 Nc1nc2n(c1C(=O)c1ccccc1)CCC2
#14 Cc1ccc(C2Nc3ccc4ccccc4c3C3=C2C(=O)CC(C)(C)C3)o1 (centres undefined)
#15 COc1ccccc1NC(=S)NC(=O)c1c(-c2ccccc2Cl)noc1C
#16 CCOC(=O)CC(=O)CSc1nccc(-c2cccnc2)n1

compound no.,9,10,11,12,13,14,15,16
NR1D1 modulator,9,-4,4,0,0,0,-2,0
ARFGAP1 inh,-2,7,/,8,10,/,7,3
GC-B act,2,-11,0,-6,4,-7,-5,0
ABHD4 inh,10,-8,1,16,-4,/,-26,5
GC-A act,31,1,2,2,0,-29,2,1
rCAG RNA binder,2,-8,4,-4,0,/,2,5
SMARCA2 activ,-1,-1,-6,-1,-1,/,4,-6
ASAP1 GAP inh,-2,12,/,5,10,/,8,1
HTRA1 inh,-5,-18,/,3,6,-9,-33,-9
PG9 Ab binder,-0.1,-1.0,/,0.6,-1.5,/,-0.7,0.9

#17 CCOC(=O)N1CCN(S(=O)(=O)CCNC(=O)c2cccc(OC)c2)CC1
#18 Cc1cc(C)n2nc(C(=O)N3CCCC(Nc4ccc(F)c(F)c4)C3)cc2n1 (centres undefined)
#19 Cc1ccc(NC(=O)C(=S)NCc2ccco2)cc1
#20 O=C(NNc1nc2c(F)cc(F)cc2s1)c1ccccc1
#21 O=C(Nc1nc2ccccc2c(=O)s1)c1ccc(F)cc1Cl
#22 Cc1cc2cc(CNC(=O)NC3CCCCC3)ccc2[nH]1
#23 Cc1cccc(NC(=S)N=Nc2c(O)n(CN3CCOCC3)c3ccccc23)c1C
#24 CN(CCNS(=O)(=O)c1ccc2c(c1)oc(=O)n2C)Cc1ccccc1

compound no.,17,18,19,20,21,22,23,24
NR1D1 modulator,2,-2,1,-3,-4,-7,4,-2
ARFGAP1 inh,6,-3,-7,10,8,3,3,5
GC-B act,-2,20,0,-4,7,0,-3,6
ABHD4 inh,-3,-8,0,8,-4,5,14,-6
GC-A act,2,12,0,8,15,1,0,4
rCAG RNA binder,-4,-6,-2,3,0,12,21,0
SMARCA2 activ,0,2,3,0,-4,2,0,-2
ASAP1 GAP inh,3,9,-4,-4,-1,7,7,1
HTRA1 inh,3,6,1,8,6,31,1,-12
PG9 Ab binder,1.3,-0.2,-1.3,0.1,71*,-0.7,-0.9,-0.8

Gathered by group: the entries above containing a cyano group.
#7 N#Cc1ccc(NC(=O)Cn2cnc(S(=O)(=O)N3CCCC3)c2)cc1
#9 N#CC1=C(N)Oc2cc(O)ccc2C1c1cccs1 (centres undefined)

compound no.,7,9
NR1D1 modulator,-1,9
ARFGAP1 inh,12,-2
GC-B act,1,2
ABHD4 inh,6,10
GC-A act,-4,31
rCAG RNA binder,2,2
SMARCA2 activ,2,-1
ASAP1 GAP inh,-13,-2
HTRA1 inh,-1,-5
PG9 Ab binder,-2.7,-0.1

(cont.)
#25 CCOc1ncccc1C(=O)NNC(=O)c1csc(N2CCOCC2)n1
#26 Cc1nc(CNS(=O)(=O)c2ccc3c(c2)CCCC3)cs1
#27 CCCCC(=O)NC(NC(=O)CCCC)c1ccc(OCC(C)C)c(OC)c1
#28 O=C1C2CCCCN2C(=O)N1CCCCN1CCN(c2cccc(Br)c2)CC1 (centres undefined)
#29 C=CCn1c(SCC(=O)Nc2ccc(C)cc2C)nnc1-c1cccnc1
#30 CCCCN1C(=O)C(=Nc2cccc3cnccc23)c2ccccc21
#31 N=c1oc2ccc([N+](=O)[O-])cc2cc1C(=O)NCc1ccccc1
#32 NC(=O)N/N=C/c1cccc(OCc2ccc(F)cc2)c1

compound no.,25,26,27,28,29,30,31,32
NR1D1 modulator,3,-2,-1,-3,0,-28,5,0
ARFGAP1 inh,8,-11,15,-3,17,14,-17,0
GC-B act,1,3,4,7,-4,-10,14,0
ABHD4 inh,-6,8,0,1,3,4,7,-2
GC-A act,-4,0,2,1,-7,-18,8,2
rCAG RNA binder,-2,1,0,-10,-1,2,7,0
SMARCA2 activ,-2,-2,-2,0,1,-3,-2,1
ASAP1 GAP inh,-2,-2,-5,2,-3,-9,14,-1
HTRA1 inh,2,-5,-2,3,-1,0,-3,0
PG9 Ab binder,-0.2,-1.5,-2.9,-2.4,0.4,-1.6,2.3,-2.7

#33 Cc1ccc(-c2nnc(SCC(=O)Nc3sc(C)c(C)c3C#N)n2C)cc1
#34 COc1ccc(CN2CC(C(=O)NCc3cccc(OC)c3)CC2=O)cc1 (centres undefined)
#35 O=C(Oc1ccccc1C(=O)N1CCOCC1)c1ccc(F)cc1
#36 COc1ccc(C(=O)NNC(=O)c2cc3ccccc3cc2O)cc1
#37 CC1(C(=O)NS(=O)(=O)c2ccc(Cl)cc2)CCN1C(=O)Cc1ccccc1Cl (centres undefined)
#38 CCOC(=O)c1[nH]c(C)c(/C(O)=C2\C(=O)C(=O)N(CCN(C)C)C2c2ccncc2)c1C (centres undefined)
#39 CC/C(=N\NC(=O)c1ccc(Br)cc1)c1ccccc1
#40 COc1ccccc1CCNC(=O)CN1C(=O)NC2(CCCC2)C1=O
#41 Cn1cc(-c2nnnn2-c2ccccc2)c(=O)c2ccccc21
#42 CNC(=O)/C(=C\c1ccco1)NC(=O)c1ccco1

compound no.,33,34,35,36,37,38,39,40,41,42
NR1D1 modulator,-20,-5,1,-1,-5,2,-1,3,-7,-2
ARFGAP1 inh,2,-6,14,3,6,-11,3,6,2,-9
GC-B act,-1,10,0,-1,-5,2,-1,-2,0,2
ABHD4 inh,5,2,7,13,1,5,-3,-7,-10,2
GC-A act,-1,-8,-3,1,3,3,2,-1,2,-1
rCAG RNA binder,-1,0,-1,14,14,-1,4,2,6,-1
SMARCA2 activ,1,0,-5,-2,1,-1,-1,-3,-4,1
ASAP1 GAP inh,11,-6,-8,14,-5,-8,11,-9,5,2
HTRA1 inh,5,5,-1,7,/,7,-5,2,7,-1
PG9 Ab binder,1.4,0.9,-3.3,-1.1,-0.3,0.4,-5.2,-0.7,-0.6,-1.4

Three compounds out of the list, sorted by length of the SMILES, falling.
#37 CC1(C(=O)NS(=O)(=O)c2ccc(Cl)cc2)CCN1C(=O)Cc1ccccc1Cl (centres undefined)
#36 COc1ccc(C(=O)NNC(=O)c2cc3ccccc3cc2O)cc1
#39 CC/C(=N\NC(=O)c1ccc(Br)cc1)c1ccccc1

compound no.,37,36,39
NR1D1 modulator,-5,-1,-1
ARFGAP1 inh,6,3,3
GC-B act,-5,-1,-1
ABHD4 inh,1,13,-3
GC-A act,3,1,2
rCAG RNA binder,14,14,4
SMARCA2 activ,1,-2,-1
ASAP1 GAP inh,-5,14,11
HTRA1 inh,/,7,-5
PG9 Ab binder,-0.3,-1.1,-5.2

A second format for 2 compounds above:
#35 O=C(Oc1ccccc1C(=O)N1CCOCC1)c1ccc(F)cc1
- NR1D1 modulator: 1
- ARFGAP1 inh: 14
- GC-B act: 0
- ABHD4 inh: 7
- GC-A act: -3
- rCAG RNA binder: -1
- SMARCA2 activ: -5
- ASAP1 GAP inh: -8
- HTRA1 inh: -1
- PG9 Ab binder: -3.3

#36 COc1ccc(C(=O)NNC(=O)c2cc3ccccc3cc2O)cc1
- NR1D1 modulator: -1
- ARFGAP1 inh: 3
- GC-B act: -1
- ABHD4 inh: 13
- GC-A act: 1
- rCAG RNA binder: 14
- SMARCA2 activ: -2
- ASAP1 GAP inh: 14
- HTRA1 inh: 7
- PG9 Ab binder: -1.1
